Exocytosis inh: lytic granule exocytosis inhibition. inhibition, % at 10 µM. actives 0.66% (n = 360,000). TALL-104 LAMP-1 surface exposure, flow cytometry; cells stimulated with thapsigargin and PMA;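 active = inhibition above about 55%, limit read from the data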
ABHD5 PLIN5 PPI: blocks binding of human ABHD5 to perilipin-5 | actives 0.78% (n = 360,000) | inhibition, % at 4 µM | Split G. princeps luciferase complementation, luminescence, 4 h | Q00G26+Q8WTS1 | AID 602281;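 active = inhibition above the mean inhibition across every tested compound plus 3 SD, cut at about 22% in these data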;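 note: 0% = DMSO only wells and the 100% control is not disclosed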
MC4R ag barr: activates human MC4R beta-arrestin recruitment; P32245; U2OS MC4R beta-arrestin complementation, luminescence; percent of melanotan II response, DMSO zero; activation, % at 8.9 µM; actives 0.98% (n = 360,000); AID 540308;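 active = activation above a per-plate cutoff, the mean activation of sample wells on that plate plus 3 SD, cut at about 8% in these data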
aDG glyco up: alpha-DG glycosylation activation; Pro5-aDG cells, alpha-DG glycosylation AlphaScreen (IIH6); 0% Pro5, 100% B10-LARGE cell signal; AID 624168; actives 0.22% (n = 360,000); activation, % at 10 µM;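 active = activation of at least 8% versus controls, or a plate z-score of at least 8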;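 note: Pro5 are CHO cells carrying HIG-tagged alpha-DG that lacks glycosylation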
Glyco luc inh: N-linked glycosylation inhibition; D54 ERlucT glycosylation luciferase reporter, 24 h; percent of 100 nM tunicamycin response; reporter increase, % at 12.5 µM; actives 0.23% (n = 360,000); AID 588692;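 active = mean luciferase reporter signal, scaled so untreated is 0 and the glycosylation-blocking control 100, at or above a set limit in every replicate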;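 note: luciferase carries N-glycosylation sites so blocking glycosylation raises the light; 0% = median of neutral control wells and 100% = median of 100 nM tunicamycin wells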
ABCB6 inh 2: inhibitors of human ABC transporter ABCB6. AID 602162. K562-ABCB6 porphyrin accumulation, flow cytometry, 1 h; active compounds read low. fluorescence ratio to DMSO, % at 10 µM. actives 0.19% (n = 360,000). Q9NP58;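 active = fluorescence ratio to DMSO below 75%, the collection mean minus 3 SD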;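 note: signal is porphyrin accumulated inside mitochondria; 100% equals median channel fluorescence of DMSO control wells; lower ratio means ABCB6 inhibition with less porphyrin fluorescence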
NOD2-RIPK2 inh: inhibitors of human NOD2-RIPK2 interaction; O43353; CHO BLA complementation NOD2-RIPK2, CCF4 ratio; inhibition, % at 4.98 µM; actives 0.38% (n = 360,000); in the data active = inhibition above about 21%;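 note: 0% = vehicle only and 100% = reference blocker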
MC4R antagonist: blocks human MC4R cAMP signaling. MC4R-expressing cells, MTII-stimulated cAMP, LANCE TR-FRET. actives 0.48% (n = 360,000). P32245. inhibition, % at 6.5 µM;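 active = inhibition above its plate's cutoff, the mean of tested wells on that plate plus 3 SD, cut at about 29% in these data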;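 note: 0% = Melanotan II alone and 100% = Melanotan II plus saturating MCL0020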
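material = U2OS cells stably expressing human melanocortin 4 receptor (MC4R) | also added = Melanotan II challenge | dosing = single nominal compound dose of 6.5 µM | detection = TR-FRET with Eu-cAMP and labeled anti-cAMP, 671 nm | replication = singlicate | timing = compound 30 min, challenge 1 h, detection 1 h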
TLR9-MyD88 inh: blocks human TLR9 binding to MyD88; Q9NR96+Q99836; inhibition, % at 4.98 µM; actives 0.21% (n = 340,000); CHO BLA complementation TLR9-MyD88, CCF4 FRET ratio; AID 504734;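 active = inhibition above the mean over all tested compounds plus 3 SD, cut at about 21% in these data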;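 note: 0% = DMSO only wells and 100% = clavulanate BLA inhibitor control wells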
Target sequence (Q99836 whole entry, looked up): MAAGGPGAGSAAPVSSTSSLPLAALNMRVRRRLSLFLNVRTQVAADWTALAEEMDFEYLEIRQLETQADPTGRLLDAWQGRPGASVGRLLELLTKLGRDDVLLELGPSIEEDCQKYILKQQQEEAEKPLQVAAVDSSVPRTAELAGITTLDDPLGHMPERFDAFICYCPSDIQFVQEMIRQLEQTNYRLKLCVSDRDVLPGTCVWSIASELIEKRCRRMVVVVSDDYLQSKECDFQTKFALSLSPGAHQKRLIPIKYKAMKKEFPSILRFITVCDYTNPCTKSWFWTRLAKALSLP
Target sequence (Q9NR96 whole entry, looked up): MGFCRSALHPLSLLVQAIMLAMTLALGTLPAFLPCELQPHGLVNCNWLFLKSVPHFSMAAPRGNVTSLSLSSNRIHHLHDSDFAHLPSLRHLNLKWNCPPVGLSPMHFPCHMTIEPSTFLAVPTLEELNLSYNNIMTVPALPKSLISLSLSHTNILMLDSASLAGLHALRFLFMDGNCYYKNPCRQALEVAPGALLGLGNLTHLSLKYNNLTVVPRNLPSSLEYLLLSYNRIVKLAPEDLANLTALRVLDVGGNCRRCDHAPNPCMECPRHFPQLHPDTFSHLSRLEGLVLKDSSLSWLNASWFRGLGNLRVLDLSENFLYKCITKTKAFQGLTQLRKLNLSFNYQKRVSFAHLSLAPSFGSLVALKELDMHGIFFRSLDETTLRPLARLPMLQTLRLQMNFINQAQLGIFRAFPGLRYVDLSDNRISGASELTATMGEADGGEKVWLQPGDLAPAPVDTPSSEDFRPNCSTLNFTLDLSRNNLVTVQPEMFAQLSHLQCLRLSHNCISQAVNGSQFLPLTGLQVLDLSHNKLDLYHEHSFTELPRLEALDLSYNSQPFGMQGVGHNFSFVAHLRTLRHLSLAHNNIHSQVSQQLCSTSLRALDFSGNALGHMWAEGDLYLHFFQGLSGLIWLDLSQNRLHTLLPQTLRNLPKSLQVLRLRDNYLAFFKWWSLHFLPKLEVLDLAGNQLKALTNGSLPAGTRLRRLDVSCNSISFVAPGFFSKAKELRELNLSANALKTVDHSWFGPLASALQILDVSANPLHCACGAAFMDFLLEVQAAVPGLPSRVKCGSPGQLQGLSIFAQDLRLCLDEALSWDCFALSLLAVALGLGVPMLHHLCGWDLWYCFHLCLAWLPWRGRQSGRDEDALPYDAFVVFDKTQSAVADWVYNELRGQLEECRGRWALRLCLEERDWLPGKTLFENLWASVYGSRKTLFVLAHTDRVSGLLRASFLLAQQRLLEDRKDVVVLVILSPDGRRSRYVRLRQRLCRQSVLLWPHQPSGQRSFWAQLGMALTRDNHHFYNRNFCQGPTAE
Vif inh: inhibitors of HIV Vif; HEK293T cells, Vif self-association by quenched fluorescence, imaging, 24 h; inhibition, % at 7.49 µM; actives 0.35% (n = 340,000); AID 602346; in the data active = inhibition above about 50%, passing the limit was not always enough; note: some results filed as inactive read as strong as hits
Starred values were filed as active, the others as inactive; x = not tested or not shown. A portion of the library (hit frequency here may not be typical).

SMILES	Exocytosis inh	ABHD5 PLIN5 PPI	MC4R ag barr	aDG glyco up	Glyco luc inh	ABCB6 inh 2	NOD2-RIPK2 inh	MC4R antagonist	TLR9-MyD88 inh	Vif inh
O=C(NC1CCCCC1)C(=S)NCc1ccccc1	-2.6	-8.7	5.1	0.2	0.6	96.0	-6.7	19.0	-10.0	13.6
Cc1ccccc1Cn1c2ccccc2c2cn[nH]c(=O)c21	1.8	5.3	-1.0	-0.1	1.3	87.0	-7.5	-1.9	-10.8	0.5
CNC(=O)c1cc(Nc2nnc(-c3ccc(C)c(S(N)(=O)=O)c3)c3ccccc23)ccc1OC	4.4	-2.4	-0.7	-0.2	0.4	74.0*	-9.2	-0.3	-5.8	-5.4
O=C(Cc1c[nH]c2ccccc12)NC1(C(=O)NC2CCCC2)CCCCC1	-1.0	0.9	-2.2	0.1	0.6	95.0	-4.6	-0.3	-3.9	-4.3
O=C(Nc1ccccc1OC(=O)c1ccc(Cl)cc1)c1ccc(Cl)cc1	-8.1	2.2	35.5*	-0.2	6.1	99.0	0.4	10.5	8.3	x
Cc1ccc(N=CC2=C(O)CC(c3ccco3)CC2=O)cc1 (configuration not stated)	5.7	12.1	-1.6	1.0	0.8	96.0	-6.5	11.7	6.2	3.9
CCOc1ccccc1/C=C/C(=O)N1CCN(C(=O)c2ccco2)CC1	-0.6	10.2	-2.3	0.1	0.3	100.0	-1.1	-6.8	3.5	-1.1
CC1CCN(S(=O)(=O)c2ccc(C(=O)Nc3ncccc3O)cc2)CC1	-1.8	3.4	-2.1	-0.4	12.9	91.0	-2.5	8.2	-6.2	8.8
O=C(c1ccccc1)c1ccc(C(=O)N2CCN(c3ccccc3)CC2)cc1	5.6	4.5	-0.8	0.5	0.9	98.0	-3.2	10.4	-8.0	0.8
CC(C)c1ccc(NC(=O)CNC(=O)Cn2ccc3ccccc3c2=O)cc1	-1.9	-8.4	1.3	0.0	1.4	98.0	-2.6	11.1	-11.8	-6.6
CCC(=O)N/N=C/c1ccc(-c2ccc([N+](=O)[O-])cc2)o1	1.8	3.5	-3.0	-0.1	0.8	99.0	-2.1	-20.9	3.5	x
Cc1cc(NC(=O)COC(=O)C(Cc2ccccc2)NC(=O)c2ccco2)no1 (configuration not stated)	-2.4	4.5	0.0	-0.1	0.3	94.0	-1.1	21.2	-3.1	x
Cc1ccc(C(=O)NNS(=O)(=O)c2ccccc2[N+](=O)[O-])cc1	-0.1	0.1	0.8	0.1	0.3	91.0	-7.5	-0.1	-8.1	-4.8
COc1ccc(Cl)cc1NC(=O)COC(=O)c1cc(C)oc1C	-1.2	5.8	7.4	0.2	-0.5	95.0	-3.5	2.5	-7.1	-4.1
CC(C)N1CC2(CC(c3ccccc3F)=NO2)CN1C(=O)c1ccco1 (configuration not stated)	-1.5	-3.5	0.7	-0.1	2.6	97.0	3.3	8.9	4.8	1.2
CC(=O)Nc1cccc(C(=O)OCC(=O)c2ccccc2Cl)c1	-0.6	4.5	-1.8	0.1	-1.2	94.0	-5.2	11.5	5.2	-0.7
O=c1oc2ccccc2c(NCc2cccc(F)c2)c1[N+](=O)[O-]	1.8	-1.3	0.2	0.0	-3.0	100.0	-3.6	-7.5	1.7	5.0
COc1ccc(C2Nc3ccccc3C(=O)N2NS(C)(=O)=O)c(OC)c1 (configuration not stated)	-17.2	2.9	-0.6	0.1	1.4	99.0	2.9	7.4	-4.8	-0.4
CCCC(O)(CCN(C)C)c1ccc(OC)cc1 (configuration not stated)	-2.4	3.0	-0.9	0.0	0.0	106.0	-0.9	3.5	-6.6	2.8
CCN(CC)CC(O)Cn1c2ccccc2c2ccccc21 (configuration not stated)	-0.2	10.8	0.5	0.5	2.9	97.0	-7.2	-2.6	-1.4	-1.6
CCCCN(C(=O)Oc1ccccc1)C1CCS(=O)(=O)C1 (configuration not stated)	-1.2	3.9	2.4	-0.2	0.5	99.0	-12.8	1.8	-6.4	-0.3
O=C1CC(C(=O)Nc2ccccc2)S/C(=N\N=C\c2ccco2)N1 (configuration not stated)	-2.9	0.0	-1.0	0.3	0.3	99.0	-4.8	1.6	-0.8	9.0
Cc1cc2ccccn2c1C(=O)c1ccc(Cl)cc1	-2.8	2.2	-0.2	0.2	-0.8	99.0	8.8	9.3	5.0	-2.0
Cc1ccsc1C(C(=O)NC1CCCCC1)N(C(=O)c1csnn1)C1CC1 (configuration not stated)	-12.4	-4.8	-1.8	-0.1	-0.8	98.0	-13.6	-2.5	1.5	-18.1
CCOC(=O)c1ccc2nc(C)c(CC)c(Cl)c2c1	0.0	-0.1	-0.7	0.0	-3.2	92.0	2.6	-4.0	-10.4	8.7
CC(=O)Oc1ccc(C#C/C=C2\c3ccccc3C(=O)N2c2ccccc2)cc1	1.2	8.3	1.5	0.8	-3.6	110.0	3.8	8.2	3.6	1.2
O=[N+]([O-])c1ccc(C(O)CNC(=S)Nc2ccccc2)cc1 (configuration not stated)	0.0	-5.5	-2.8	0.0	0.4	101.0	-14.8	-0.8	10.8	3.6
CC(=O)Nc1ccc2c(c1)nc(C)n2Cc1ccccc1	-3.9	-4.3	-1.9	-0.1	3.2	80.0	-6.0	1.0	-1.4	-6.9
CC(C)CC(NC(N)=O)C(=O)Nc1ccc(Oc2ccccc2)cc1 (configuration not stated)	4.4	-1.7	-2.8	0.1	-3.3	118.0	-1.1	1.2	7.7	6.2
CCCCn1c(N)c(N(CCOC)C(=O)COc2ccc(Cl)cc2)c(=O)[nH]c1=O	-0.1	3.9	1.0	-0.1	1.3	97.0	-4.3	3.3	11.6	-5.5
Cc1cc(C(=O)N2CCCC2C(=O)O)c(C)o1 (configuration not stated)	-1.1	1.1	-2.4	-0.5	5.2	99.0	14.2	8.1	-1.0	-1.5
Cn1cccc1CC(=O)N/N=C/C=C/c1ccccc1	-2.7	2.2	1.8	0.1	-3.1	92.0	-2.4	9.9	1.0	-10.6
CCOC(=O)C1(Cc2ccccc2C)CCCN(C(=O)COC)C1 (configuration not stated)	-6.8	4.6	0.2	0.0	3.2	101.0	-8.0	1.6	-6.2	15.6
CN1C(=O)C(CC(N)=O)N(NC(=O)c2ccc(Cl)cc2)C1=S (configuration not stated)	-0.7	6.1	2.1	-0.1	0.9	101.0	-6.2	-0.5	1.1	14.3
CC(NC(=O)COc1ccccc1)C(=O)OCC(=O)c1cc2ccccc2o1 (configuration not stated)	-0.2	-3.9	-2.5	-0.4	1.6	98.0	6.2	3.9	-0.5	-0.9
O=C(O)C1[C@H]2C(=O)N(Cc3cccs3)C[C@]23C=C[C@H]1O3 (some centres not stated)	1.8	-4.0	0.8	0.3	0.9	94.0	13.6	7.7	-1.9	0.3
CCOc1ccc(N)cc1OC	2.1	-3.4	-0.2	0.1	6.2	97.0	-3.8	5.2	10.4	-3.9
Cc1ccccc1Nc1nc(N)nc(CN2CCN(c3ccccn3)CC2)n1	-1.1	0.0	0.7	-0.2	1.9	96.0	2.5	17.3	-6.8	x
O=C1c2ccccc2C(=O)c2c(Nc3ccc(CCO)cc3)ccc(O)c21	-23.8	0.2	19.3*	-0.7	-1.2	96.0	-2.2	12.4	1.1	-3.4
O=C(NCCO)c1ccc(CSc2nc3ccccc3[nH]2)cc1	11.3	-1.6	-1.9	-0.2	-1.5	95.0	-2.5	8.1	1.8	1.7
O=Cc1cn(-c2ccccc2)nc1-c1cccc([N+](=O)[O-])c1	8.3	-5.3	0.1	0.0	7.7	94.0	0.5	1.1	7.2	-3.7
CCOC(=O)CC1(NC(=O)C2CCC(=O)N(CCc3ccccc3)C2)CCCCC1 (configuration not stated)	-1.9	-12.7	-1.7	0.1	1.8	102.0	-0.6	-1.0	-9.7	-2.1
CC1=C(C(=O)OCc2ccccc2)C(c2ccc([N+](=O)[O-])cc2)NC(=O)N1CCCCCC(=O)O (configuration not stated)	4.1	-8.2	0.2	-0.2	2.9	100.0	-0.1	5.9	-8.2	-1.1
CCOCC(=O)Nc1c(C(=O)Nc2ccc3c(c2)OCO3)oc2ccccc12	0.5	-5.5	-2.0	0.4	1.4	99.0	-2.5	8.9	1.8	0.2
CC(=O)c1ccc(OCCCC(=O)NCC(c2ccco2)N(C)C)cc1 (configuration not stated)	0.1	3.1	0.8	0.1	1.2	89.0	-3.5	-0.6	-10.7	-15.7
COc1ccc(S(=O)(=O)N2CCOCC2)cc1NC(=O)c1c(-c2ccccc2)noc1C	-2.4	-8.9	-3.6	-0.3	-1.8	93.0	4.5	7.6	0.0	x
O=C(NCc1ccccc1)C1=C[C@@H](c2ccc3c(c2)OCO3)C[C@@H](OCc2ccc(CO)cc2)O1	-6.8	-2.4	0.3	0.0	0.5	97.0	-3.3	19.6	-2.8	2.8
O=C1c2ccccc2S(=O)(=O)c2cc(C(=O)N3CCN(C(=O)c4ccccc4)CC3)ccc21	1.4	-5.2	-1.8	-0.1	-0.3	91.0	-1.6	-9.4	-0.8	-3.0
COc1cc(CCC(=O)Nc2ccc(Cl)c(C(F)(F)F)c2)cc(OC)c1OC	-4.5	-7.2	0.6	0.4	2.8	92.0	-5.7	2.0	9.2	-0.5
CCCOc1ccc(N2C(=O)CC(N3CCN(CCN=CC4C(=O)CC(C)(C)CC4=O)CC3)C2=O)cc1 (configuration not stated)	-0.1	8.1	-1.5	-0.1	-1.1	100.0	-1.7	-1.8	-0.6	-2.5
Cc1ccc(S(=O)(=O)Nc2ccccn2)c(C)c1	-7.4	5.6	-1.0	-0.4	0.8	97.0	7.9	6.8	-1.3	x
Cc1cccc(NC(=O)C2CCN(S(=O)(=O)c3cccc4cccnc34)CC2)n1	-4.6	3.0	-0.4	-0.2	-5.3	97.0	-11.0	4.9	2.6	-11.8
O=C(CSCc1c(Cl)cccc1Cl)NCC1CCCO1 (configuration not stated)	1.1	3.0	1.8	0.4	-1.3	99.0	-8.3	13.2	1.2	1.8
CC(C)N(C(=O)COC(=O)Cn1cnc2ccccc21)c1ccccc1	0.4	-1.3	-0.6	0.2	-0.6	95.0	-24.3	5.1	-4.5	-4.2

Looked up by compound from the entries so far:
SMILES	Exocytosis inh	ABHD5 PLIN5 PPI	MC4R ag barr	aDG glyco up	Glyco luc inh	ABCB6 inh 2	NOD2-RIPK2 inh	MC4R antagonist	TLR9-MyD88 inh	Vif inh
CC(C)N(C(=O)COC(=O)Cn1cnc2ccccc21)c1ccccc1	0.4	-1.3	-0.6	0.2	-0.6	95.0	-24.3	5.1	-4.5	-4.2
CCCOc1ccc(N2C(=O)CC(N3CCN(CCN=CC4C(=O)CC(C)(C)CC4=O)CC3)C2=O)cc1 (configuration not stated)	-0.1	8.1	-1.5	-0.1	-1.1	100.0	-1.7	-1.8	-0.6	-2.5
COc1cc(CCC(=O)Nc2ccc(Cl)c(C(F)(F)F)c2)cc(OC)c1OC	-4.5	-7.2	0.6	0.4	2.8	92.0	-5.7	2.0	9.2	-0.5
O=C(CSCc1c(Cl)cccc1Cl)NCC1CCCO1 (configuration not stated)	1.1	3.0	1.8	0.4	-1.3	99.0	-8.3	13.2	1.2	1.8

Screens (PubChem BioAssay)
